High-throughput results (PubChem)
S2 tox – viability counter-screen for ATXN expression inhibitors; S2 cells (HEK-293 line with an ATXN2-luciferase reporter) viability, CellTiter-Fluor protease fluorescence, 24 h; Potency, µM (series often up to 56.7 µM), most hits filed as cytotoxic; AID 651635; actives 0.49% (n = 400,000); also: potency is read from the fitted curve at half-maximal effect; nearly all actives have a fitted effect of over 40% in size
IL1B secr inh – inhibitors of inflammasome signaling (IL-1 beta secretion); THP-1 LPS/ATP IL-1B secretion, AlphaLISA, 16 h; hits give low values; activity change, % at 57.5 µM; actives 4.7% (n = 360,000); in the data active = activity change below about -50%; inconclusive = mostly about -30% to -49%; also: % is scaled to controls: 0 for no effect and ±100 for the full control effect
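Secreted IL-1B measured by AlphaLISA bead assay after 16 h compound exposure of THP-1 cells; compounds (final up to 57.5 uM) added 1 h before LPS (250 ng/mL) and ATP (1.25 mM) stimulation; lower signal means less secretion.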
SW480 rereplic – induces DNA re-replication in SW480 colon adenocarcinoma cells. SW480 DNA re-replication, Hoechst DNA content imaging, 48 h. actives 1.8% (n = 340,000). Potency, µM (top dose mostly 46.1 µM), for the others: at the top dose re-replication activation, usual class: activators; also: potency is read from the fitted curve at half-maximal effect; % of control where 0% means no effect; nearly all actives have a fitted effect of over 55% in size
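Per well, 250 cells were exposed to pinned compound for 48 hr. Nuclear DNA was visualised with Hoechst (40 min, 37 C) and total object intensity recorded by fluorescence scanning.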
HT1080 IDH1KD tx – kills HT-1080 cells with IDH1 knockdown; HT-1080 IDH1 knockdown viability, ATP luminescence, 48 h; Potency, µM (doses to about 46.1 µM), without a hit: top-dose activity, negative = toxicity, hits mostly cytotoxic; actives 2% (n = 360,000);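 also: potency is read from the fitted curve at half-maximal effect; 0% = DMSO wells and -100% = cell-free medium wells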
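Viability of IDH1-knockdown HT-1080 fibrosarcoma cells was assessed by CellTiter-Glo after 48 h at 37 °C with titrated compound; concentration-effect curves were classified by fit quality and response size.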
HT1080-NT tox – kills 2HG-producing HT-1080-NT fibrosarcoma cells | actives 1.6% (n = 360,000) | AID 686970 | HT-1080-NT fibrosarcoma viability, CellTiter-Glo ATP luminescence, 48 h | Potency, µM (series often up to 46.1 µM), inactives show at the top dose activity, negative = less viability, usual class: cytotoxic;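 also: NT is the 2HG producing partner of a matched IDH1 knockdown line; potency is read from the fitted curve at half-maximal effect; 0% = DMSO-treated cells and -100% = media-only wells without cells; nearly all actives have a fitted effect of over 55% in size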
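Viability of the 2HG-overproducing fibrosarcoma line after 48 hours of compound exposure at 37 degrees C was determined by luminescence with CellTiter-Glo, and concentration-effect curves were then fitted and categorized.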
MCF10A rerep – inducers of DNA re-replication in MCF 10A breast cells; MCF 10A DNA re-replication, Hoechst nuclear intensity, 48 h; Potency, µM (titrated, usually from 46.1 µM), for inactives: at the top dose activity, positive = re-replication, usual class: activators; actives 2.9% (n = 350,000); AID 624296; also: potency is read from the fitted curve at half-maximal effect; % of control where 0% means no effect; nearly all actives have a fitted effect of over 50% in size
HepG2 viability – HepG2 cytotoxicity, counter-screen for TGF-b inhibitors. Potency, µM (top dose mostly 46.1 µM), for the others: at the highest dose activity change, negative = cytotoxicity, usual class: cytotoxic. HepG2 CAGA-GFP viability, ATP luminescence, 18 h. actives 0.76% (n = 410,000). AID 588856; also: potency is read from the fitted curve at half-maximal effect; some results filed as inactive show a strong effect at the top dose
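CellTiter-Glo luminescence gave cytotoxicity after 18 hours at 37 degrees C. The cells were HepG2 CAGA-GFP in 1% FBS DMEM, stimulated with 500 pg/mL TGF-beta after compound addition. %Activity was normalised to no-cell wells (complete cell-killing) and DMSO (no toxicity), and curves were fitted and classified.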
ATXN2 expr inh – inhibitors of ATXN2 expression. HEK-293 ATXN2-luciferase reporter, luminescence, 24 h. Potency, µM (highest dose often 57 µM), inactives show at the top dose activity change, negative = inhibition, hits mostly inhibitors. actives 0.72% (n = 360,000); also: potency is read from the fitted curve at half-maximal effect; % is scaled to controls: 0 for no effect and ±100 for the full control effect; nearly all actives have a fitted effect of over 55% in size
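qHTS (up to 57 uM final) was run with 24 h compound exposure of reporter cells at 37 °C. Each well was multiplexed: SteadyGlo luminescence measured ATXN2-luciferase expression after a fluorogenic Gly-Phe-AFC viability readout (25 uM final).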
KB-3-1 cytotox – kills parental KB-3-1 adenocarcinoma cells | KB-3-1 viability, CellTiter-Glo ATP luminescence, 72 h | Potency, µM (series often up to 46.1 µM), inactives show at the highest dose activity change, negative = cytotoxic, actives largely listed as cytotoxic | actives 1.4% (n = 400,000) | AID 1347075; also: potency is read from the fitted curve at half-maximal effect; % is scaled to controls: 0 for no effect and ±100 for the full control effect; nearly all actives have a fitted effect of over 60% in size
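Luminescent ATP read-out (CellTiter-Glo) measures survival of drug-naive KB-3-1 cells after 72 h compound exposure at 37 °C. Titration series was screened from lowest to highest concentration, with DMSO vehicle plates as background controls.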
Starred values were filed as active, the others as inactive; i = inactive; ? = inconclusive; · = not tested or not shown; & = joins results of further samples; [ ] = dose if it differs, or a comment. Unless noted, calls follow the shape of the dose curve; as a rule, active = well fitted curve in the direction sought with a large enough effect; inconclusive = small, poorly fitted or top-dose-only effect, or another doubt; inactive = no such curve, though single readings can be large; an effect the other way counts as inactive or inconclusive. Rows are unselected; about 8.9% have a hit in one of these screens.

smiles	S2 tox	IL1B secr inh	SW480 rereplic	HT1080 IDH1KD tx	HT1080-NT tox	MCF10A rerep	HepG2 viability	ATXN2 expr inh	KB-3-1 cytotox
CCc1ccc(S(=O)(=O)/N=C2\C=C(NS(=O)(=O)c3ccccc3)C(=O)c3ccccc32)cc1	?	59	12%	-23%	-21%	12%	-60%	-21%	-25%
CN(CC(=O)NCc1ccncc1)S(=O)(=O)c1ccc2ccccc2c1	i	9	2%	2%	1%	-13%	3%	5%	-11%
O=C(Cc1ccc(NC(=O)C2CCCN(C(=O)C3CCC3)C2)cc1)Nc1ccc(C(=O)N2CCOCC2)cc1 (stereo unspecified)	i	6	?	10%	17%	11%	0%	8%	3%
Cc1ccc(NC(=O)CSc2nc(-c3ccco3)cc(C(F)(F)F)n2)cc1	i	·	·	·	·	·	-17%	-12%	?
Cc1cc(C)nc(SCC(=O)n2c3c(c4ccccc42)CCCC3)n1	i	-1	-147%[inhibitor]	8%	-2%	12%	6%	0%	3%
CC(C)(CNC(=O)COc1ccccc1Cc1ccccc1)N1CCOCC1	i	-59*	2%	-17%	-16%	-1%	-23%	-7%	-4%
Cc1ccc(C2=Nc3ccccc3NC(c3ccncc3)=N2)cc1	i	·	·	·	·	·	-19%	-13%	-16%
O=C1CCCC(=O)N1c1ccc(Oc2ccc(Cl)cc2)cc1	i	8	-3%	0%	?	-3%	1%	-6%	-2%
COCCn1c(SCC(=O)Nc2cc(C)cc(C)c2)nnc1C(C)C	i	0	0%[9.22 µM]	-3%	-4%	-1%	-4%	0%	-2%
O=C(CCn1c(=S)oc2ccccc21)Nc1ccccc1Br	i	-15	-14%	0%	11%	8%	-10%	·	0%
CC(Oc1ccc2c(c1)oc(=O)c1ccccc12)C(=O)NC(Cc1c[nH]c2ccc(O)cc12)C(=O)O (stereo unspecified)	i	-3	-2%	4%	8%	1%	5%	9%	0%
Cc1c(NC(=O)N(C)C)c(=O)n(-c2ccccc2)n1C	i	19	-5%	12%	12%	8%	-1%	4%	1%
O=S1(=O)C[C@@H](N2CCN(CC3CC3)CC2)[C@H](COCc2ccccc2)N1	i	6	·	5%	16%	·	8%	-3%	0%
CC(C)(C)c1ccc(OCC(=O)NC(Cc2c[nH]c3ccccc23)C(=O)O)cc1 (stereo unspecified)	i	·	·	·	·	·	-27%	2%	-1%
Cc1ccc(NC(=O)C2CCCN(S(=O)(=O)c3cccc4nsnc34)C2)c(C)c1 (stereo unspecified)	i	·	·	·	·	·	-12%	-9%	3%
O=C(Cn1c(C(F)(F)F)nc2ccccc21)c1ccc(Br)cc1	i	?	4%	-28%	-20%	-2%	-21%	-26%	-10%
O=C(Nc1ncc(S(=O)(=O)c2ccc([N+](=O)[O-])cc2)s1)c1ccc2ccccc2c1	i	7	1%	-23%	-17%	?	-3%	-13%	1%
CCc1cc(-c2n[nH]c(C)c2-c2nc3ccccc3s2)c(O)cc1OCC(=O)NN	i	12	2%	-1%	1%	-2%	-6%	-25%	27%
c1ccc(-c2n[nH]c(-c3ccccn3)n2)nc1	i	-10&10	-6%&-8%	?	-6%&-3%	5%&-5%	-42%&-23%	-21%&-23%	-21%&-21%
Cc1ccc(NC(=O)Cn2c(=O)n(Cc3nc(-c4ccccc4)no3)c(=O)c3cc4c(cc32)OCO4)cc1C	i	·	·	·	·	·	-1%	-5%	-15%
CCCC[n+]1ccn(-c2nc3c([N+](=O)[O-])cccc3n2C)c1	i	9	2%	1%	0%	11%	-20%	·	-14%
CSc1nnc(-c2ccccc2)n1C	i	-2	-17%	23%	9%	-19%	-6%	-5%	1%
COC(=O)C1=NN(c2ccccc2)C2(S1)S/C(=C\c1ccccc1)C(=O)N2c1ccccc1 (stereo unspecified)	i	-16	15%	8%	12%	-37%[inhibitor]	-48%	3%	1%
Cc1ccc(S(=O)(=O)N(CC(=O)N(C(C)C)C(C)C)C(=O)N2CCN(C)CC2)cc1	i	18	14%	20%	8%	-1%	-2%	20%	2%
CC(=O)N1CCN(CC(=O)Nc2cc([N+](=O)[O-])ccc2Cl)CC1	?	10	2%	-14%	3%	0%	-1%	-9%	13%
Cc1ccc(OCCNC(=O)c2ccc(C)o2)cc1	i	-16	?	3%	11%	3%	0%	3%	-4%
CCN(CC)c1ccc(C(=O)OCC(=O)Nc2ncccn2)cc1	i	1	0%	0%	2%	1%	11%	3%	4%
COc1ccc(-c2coc3cc(OC(C)=O)ccc3c2=S)cc1	i	-1	?	?	?	?	-10%	-14%	-9%
COc1ccc(NC(=O)c2sc3nc4c(cc3c2N)CN(Cc2ccccc2)CC4)cc1OC	i	·	·	·	·	·	2%	-15%	1%
CCCCN1CC(COCc2ccccc2)Oc2cccc(Oc3cc(C)c(C)c(C)c3)c2S1(=O)=O (stereo unspecified)	i	21	?	-7%	-8%	-29%	-14%	0%	-7%
COc1cc2nc(SCC(=O)Nc3cccc(C)c3)n3nc(-c4ccccc4)nc3c2cc1OC	i	·	·	·	·	·	17%	6%	-1%
CCOc1cc2[nH]c(=O)n(CCCCCC(=O)NC(C)CC)c(=O)c2cc1OCC (stereo unspecified)	i	·	·	·	·	·	-24%	-2%	0%
CC(NC(=O)Nc1ccccc1C(F)(F)F)C1CCCO1 (stereo unspecified)	i	-1	4%	-5%	5%	0%	0%	2%	-2%
CC(C)n1nc(C(=O)Oc2cc(Cl)ccc2Cl)c2ccccc2c1=O	?	10	-4%	9%	16%	?	-10%	-9%	6%
Cc1cc(-c2cc(C(=O)NCc3ccccc3)on2)nc(S(C)(=O)=O)n1	?	-103*	?	?	?	?	-14%	?	?
Cc1c(C)c2ccc(OCC(=O)NC3CCN(Cc4ccccc4)CC3)c(C)c2oc1=O	i	-3	-9%	12%	8%	6%	-15%	-14%	-13%
CC(=C/c1ccccc1)/C=N/n1c(C)n[nH]c1=S	i	-1	1%	-3%	8%	4%	-6%	·	?
Cc1cccc(C2Nc3ccccc3C(=O)N2c2ccc(F)cc2)n1 (stereo unspecified)	i	-13	14%	2%	2%	3%	1%	15%	0%
COc1ccc([N+](=O)[O-])cc1N(CC(O)CN1CCCCC1)S(=O)(=O)c1ccccc1 (stereo unspecified)	i	-3	-5%	11%	-4%	2%	-8%	-4%	1%
CC(C)C(NS(=O)(=O)c1cccs1)C(=O)NCc1ccccc1Cl (stereo unspecified)	i	-6	9%	-3%	-2%	?	-3%	5%	0%
CC(c1ccc(F)cc1)n1cc(C(=O)NCCN(C)C)nn1 (stereo unspecified)	i	13	-8%	2%	4%	39%	6%	3%	6%
COC(=O)c1cc(Cl)c(NC(=O)/C=C/c2ccc(Cl)cc2)cc1OC	?	0	?	-4%	-4%	?	-5%	?	-21%
Cc1nc(C)c(C(=O)OCC(=O)NCc2ccccc2Cl)s1	i	39	-15%	-12%	-9%	-9%	12%	7%	-14%
COc1cc(OC)c(C2C=C(C(=O)O)Nc3ncnn32)cc1OC (stereo unspecified)	i	·	·	·	·	·	-5%	4%	-2%
CCN1C(=O)C(Cc2nc3ccccc3c(=O)n2C)c2ccccc21 (stereo unspecified)	i	0	22%	-12%	-12%	3%	5%	1%	-4%
O=C(COC(=O)C1CCN(C(=O)Nc2ccccc2)CC1)NCC(F)(F)F	i	22	-14%	18%	3%	4%	6%	-10%[11.3 µM]	14%
CCOc1ccc(N2CC(C(=O)Nc3ccc(S(=O)(=O)N4CCCC4)cc3)CC2=O)cc1 (stereo unspecified)	i	-11	-26%	13%	-7%	16%	-20%	-1%	-5%

Given with two lines to a compound: part of the list above.
Order of values: S2 tox	IL1B secr inh	SW480 rereplic	HT1080 IDH1KD tx	HT1080-NT tox	MCF10A rerep	HepG2 viability	ATXN2 expr inh	KB-3-1 cytotox
- COc1ccc([N+](=O)[O-])cc1N(CC(O)CN1CCCCC1)S(=O)(=O)c1ccccc1 (stereo unspecified)
    i	-3	-5%	11%	-4%	2%	-8%	-4%	1%
- CC(C)C(NS(=O)(=O)c1cccs1)C(=O)NCc1ccccc1Cl (stereo unspecified)
    i	-6	9%	-3%	-2%	?	-3%	5%	0%
- CC(c1ccc(F)cc1)n1cc(C(=O)NCCN(C)C)nn1 (stereo unspecified)
    i	13	-8%	2%	4%	39%	6%	3%	6%
- COC(=O)c1cc(Cl)c(NC(=O)/C=C/c2ccc(Cl)cc2)cc1OC
    ?	0	?	-4%	-4%	?	-5%	?	-21%
- Cc1nc(C)c(C(=O)OCC(=O)NCc2ccccc2Cl)s1
    i	39	-15%	-12%	-9%	-9%	12%	7%	-14%
- COc1cc(OC)c(C2C=C(C(=O)O)Nc3ncnn32)cc1OC (stereo unspecified)
    i	·	·	·	·	·	-5%	4%	-2%
- CCN1C(=O)C(Cc2nc3ccccc3c(=O)n2C)c2ccccc21 (stereo unspecified)
    i	0	22%	-12%	-12%	3%	5%	1%	-4%
- O=C(COC(=O)C1CCN(C(=O)Nc2ccccc2)CC1)NCC(F)(F)F
    i	22	-14%	18%	3%	4%	6%	-10%[11.3 µM]	14%
- CCOc1ccc(N2CC(C(=O)Nc3ccc(S(=O)(=O)N4CCCC4)cc3)CC2=O)cc1 (stereo unspecified)
    i	-11	-26%	13%	-7%	16%	-20%	-1%	-5%
